# Assay outcomes: PubChem, PCMD
# eIF2B yeast act: eIF2B (yeast) activity modulation. S. cerevisiae eIF2B-epsilon R284H, GCN4-lacZ luminescence. inhibition, % at 25 µM (by protocol). actives 0.91% (n = 27,000). AID 688;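 active = mutant luminescence inhibited past about 50% while wild type luminescence and mutant growth stay under set limits, limit read from the data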; also: some compounds called inactive have numbers as strong as hits
#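 Times: 16 h growth with compound at 30 °C, 90 min Beta-Glo step; Assay system: yeast eIF2B-epsilon R284H mutant carrying GCN4–beta-galactosidase fusion; Measure: % inhibition of reporter signal and growth versus controls; Dosing: one concentration, 25 µM, 0.25% DMSO; Buffer or medium: YPD yeast growth medium; Measured by: Beta-Glo luminescence plus absorbance at 595 nm.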
# Yeast growth tox: Inhibitors of S. cerevisiae growth, toxicity. growth inhibition, % at 25 µM (by protocol). actives 0.3% (n = 30,000). S. cerevisiae wild-type growth, A595 turbidity, 16 h;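 active = mutant and wild-type yeast strains alike exhibit over 30% growth inhibition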;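 also: 0% = untreated cell controls and 100% = YPD media blanks without cells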
#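 system = S. cerevisiae wild-type or eIF2Bepsilon-R284H mutant strain | buffer or medium = YPD medium | dosing = one dose, 25 µM compound, 0.2% DMSO | schedule = 16 h at 30 °C | measured by = A595 turbidity | evaluation = growth inhibition (%) versus cell controls and blanks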
# Yeast growth tox inhibition %: also measured in Yeast growth tox; calls as there; growth inhibition, %; S. cerevisiae eIF2Bepsilon-R284H mutant growth, A595 turbidity, 16 h;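 each compound tested once at 25 µM; 0% equals untreated cells and 100% equals cell-free medium blanks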
# eIF2B yeast act mutant toxicity: also measured in eIF2B yeast act; calls as there; growth inhibition, %; measured here: mutant yeast growth, toxicity;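 each compound tested once at 25 µM; zero equals untreated control growth and 100 equals blank medium absorbance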
# * marks the source's active call; other numbers are inactive results; x = not tested or not shown. This is a subset; rates above refer to the full screens.
Molecule | Yeast growth tox | eIF2B yeast act mutant toxicity | eIF2B yeast act | Yeast growth tox inhibition %
O=C1c2ccccc2C(=O)N1Cc1nc2ccccc2c(=O)n1-c1ccc(Br)cn1 | 0 | -12 | 28 | -12
Cc1cccc(-n2c(O)c(C=NCc3cccnc3)c(=O)[nH]c2=O)c1C | 5 | -7 | 12 | -7
CCC(=NCCc1c[nH]c2ccccc12)c1c(O)n(C)c(=O)n(C)c1=O | 12 | -10 | -10 | -10
CCS(=O)(=O)N1CCCC(C(=O)N2CCC3(CC2)OCCO3)C1 (configuration not stated) | 7 | x | 11 | 0
CCCc1nc2ccccc2c(=O)n1-c1ccccc1OC | 3 | 4 | 13 | 4
COc1ccc(CCn2c(O)c(C=NCCN3CCCCC3)c(=O)[nH]c2=O)cc1OC | -11 | x | 17 | 0
CCOC(=O)C1=C(C)OC(N)=C(C(=O)OCC)[C@@]12C(=O)N(CC(N)=O)c1ccccc12 | 8 | 4 | 9 | 4
CCCC1=C(C(=O)OCC)C2(C(=O)Nc3ccccc32)C(C#N)=C(N)O1 (configuration not stated) | -12 | x | -13 | 0

Molecule | Yeast growth tox | eIF2B yeast act mutant toxicity | eIF2B yeast act | Yeast growth tox inhibition %
CC(C)CCn1c(N)c(C(=O)NCc2cccs2)c2nc3ccccc3nc21 | 3 | -9 | 21 | -9
COc1cccc(N2C(=O)NC(=O)C3(Cc4cc(C)ccc4N(C)C3)C2=O)c1 (configuration not stated) | 25 | 12 | 18 | 12
CCCCCCn1c(O)c(C=NCCN2CCCCC2)c(=O)[nH]c1=O | x | x | 1 | x
CCC(=NCCN1CCCCC1)c1c(O)n(C)c(=O)n(C)c1=O | x | x | 7 | x
CCC(=NCc1ccc2c(c1)OCO2)c1c(O)n(C2CCCCC2)c(=O)[nH]c1=O | 10 | 11 | -32 | 11
CCCCn1c(O)c(C(C)=Nc2ccc(C(=O)O)cc2)c(=O)[nH]c1=O | 9 | 15 | 22 | 15
O=P(Nc1c(Cl)cccc1Cl)(c1ccccc1)c1nc2c(s1)CCCC2 (configuration not stated) | -10 | x | -22 | 0
O=C(Cc1ccccc1)Oc1ccc(N2C(=O)CCC2=O)cc1 | 14 | 8 | 8 | 8

Molecule | Yeast growth tox | eIF2B yeast act mutant toxicity | eIF2B yeast act | Yeast growth tox inhibition %
CCC(C)NC(=O)c1c(N)n(CCCOC)c2nc3ccccc3nc12 (configuration not stated) | -11 | -10 | 26 | -10
O=C(CSC1c2ccccc2-c2ccccc21)N/N=C/c1ccccc1 | 35 | 21 | 3 | 21
CC(=O)C1=C(C)OC(N)=C(C(=O)OC(C)C)C12C(=O)Nc1ccccc12 (configuration not stated) | 8 | 5 | -7 | 5
CN1CCN(Cc2nc3ccccc3n2C)CC1 | -9 | x | x | 21
N=c1n(CCO)c2ccccc2n1Cc1ccccc1 | 2 | -18 | -3 | -18
CC(c1ccc(F)cc1)n1cc(C(=O)NCc2ccc3c(c2)OCO3)nn1 (configuration not stated) | -12 | 5 | 8 | 5
N[C@@H](Cc1c[nH]c2ccccc12)c1nnc(SCc2ccc(F)cc2)o1 | 5 | 48 | -2 | 48
CN(C)P1(N(C)C)=NC(C(F)(F)F)=NC(C(F)(F)F)=N1 | 13 | 11 | 17 | 11

# A draw from above in order of count of non-hydrogen atoms, descending:
Molecule | Yeast growth tox | eIF2B yeast act mutant toxicity | eIF2B yeast act | Yeast growth tox inhibition %
CC(c1ccc(F)cc1)n1cc(C(=O)NCc2ccc3c(c2)OCO3)nn1 (configuration not stated) | -12 | 5 | 8 | 5
O=C(CSC1c2ccccc2-c2ccccc21)N/N=C/c1ccccc1 | 35 | 21 | 3 | 21
CN1CCN(Cc2nc3ccccc3n2C)CC1 | -9 | x | x | 21

# Other compounds follow.
Molecule | Yeast growth tox | eIF2B yeast act mutant toxicity | eIF2B yeast act | Yeast growth tox inhibition %
CC(=O)c1c(C)n(C(C)C)c2ccc(O)cc12 | -2 | -9 | 21 | -9
C=CCN1C(=O)NC(=O)/C(=C/c2ccc(OC)c(CSc3ccccn3)c2)C1=O | 4 | x | x | 5
COc1ccc(C2SCC(=O)Nc3c2c(=O)[nH]n3C2CCCCC2)cc1 (configuration not stated) | 28 | 4 | 22 | 4
C#CCNc1ccncc1S(=O)(=O)NC(=O)NC(C)C | 11 | 12 | 23 | 12
CCOC(=O)c1c(N)n(Cc2ccc(OC)cc2)c2nc3ccccc3nc12 | 13 | 4 | 21 | 4
Cn1c(=O)cc(OCC(=O)N2CCC3(CC2)OCCO3)c2ccccc21 | -8 | 14 | 15 | 14
O=C(CNC1CCCCC1)N1CCC2(CC1)OCCO2 | 3 | 25 | 24 | 25
Nc1ccc(C(=O)N/N=C2/CN3CCC2CC3)cc1 | 8 | x | -45 | 0

# Next section; the last three above are carried over.
Molecule | Yeast growth tox | eIF2B yeast act mutant toxicity | eIF2B yeast act | Yeast growth tox inhibition %
Cn1c(=O)cc(OCC(=O)N2CCC3(CC2)OCCO3)c2ccccc21 | -8 | 14 | 15 | 14
O=C(CNC1CCCCC1)N1CCC2(CC1)OCCO2 | 3 | 25 | 24 | 25
Nc1ccc(C(=O)N/N=C2/CN3CCC2CC3)cc1 | 8 | x | -45 | 0
CC(C)CNC(=O)c1c(N)n(Cc2ccco2)c2nc3ccccc3nc12 | 6 | x | x | 8
COC(=O)C1=C(N)Oc2c(c(=O)oc3ccccc23)[C@]12C(=O)N(C)c1ccccc12 | 11 | -7 | 3 | -7
O=c1[nH]c(=O)n(CCc2ccccc2)c(O)c1C=NCc1ccc2c(c1)OCO2 | 6 | -24 | 7 | -24
CC(Cc1ccccc1)[n+]1cc(/N=C(\[O-])Nc2ccccc2)on1 (configuration not stated) | 13 | x | x | 13
COc1ccc2c(c1)CC1(CN2C)C(=O)NC(=O)N(c2ccc(F)cc2)C1=O (configuration not stated) | 0 | -15 | -22 | -15
C=CCn1c(O)c(C(C)=NCCc2ccccc2)c(=O)[nH]c1=O | 10 | x | x | 0
OCCNc1c2c(nc3ccccc13)CCCC2 | 2 | 5 | -25 | 5
CCC(=NCC1CCCO1)c1c(O)n(-c2ccccc2)c(=O)[nH]c1=O (configuration not stated) | 16 | 15 | 22 | 15

# Record cards, as listed above. Screens in order: Yeast growth tox, eIF2B yeast act mutant toxicity, eIF2B yeast act, Yeast growth tox inhibition %
# Profile of `CCC(C)NC(=O)c1c(N)n(CCCOC)c2nc3ccccc3nc12` (configuration not stated) : -11, -10, 26, -10
# Profile of `CCS(=O)(=O)N1CCCC(C(=O)N2CCC3(CC2)OCCO3)C1` (configuration not stated) : 7, x, 11, 0
# Profile of `CC(Cc1ccccc1)[n+]1cc(/N=C(\[O-])Nc2ccccc2)on1` (configuration not stated) : 13, x, x, 13
# Profile of `OCCNc1c2c(nc3ccccc13)CCCC2` : 2, 5, -25, 5

# Next entries
Molecule | Yeast growth tox | eIF2B yeast act mutant toxicity | eIF2B yeast act | Yeast growth tox inhibition %
CCN(c1ccc(C(O)(C(=O)OC)C(F)(F)F)cc1)S(=O)(=O)c1ccc(C)cc1 (configuration not stated) | -11 | x | x | 26
CC1CN=C(NCc2ccccc2)S1 (configuration not stated) | -13 | -6 | 9 | -6
COc1ccc(-n2c(=O)[nH]c3ccccc3c2=O)c(OC)c1 | 17 | 14 | 20 | 14
CCN1CCN(Cc2ccccc2C)CC1 | 15 | 4 | -38 | 4
CCCCn1c(O)c(C(C)=NCc2ccc(F)cc2)c(=O)[nH]c1=O | 9 | -14 | 23 | -14
C=CCn1c(O)c(C(C)=NCc2ccco2)c(=O)[nH]c1=O | 11 | x | x | 4
N#CC1=C(N)Oc2c(c(=O)oc3ccccc23)C1c1cccnc1 (configuration not stated) | 9 | -15 | -11 | -15
COc1ccc(C2SCC(=O)Nc3c2c(C)nn3-c2ccccc2)cc1OC (configuration not stated) | 10 | x | 14 | 0

Molecule | Yeast growth tox | eIF2B yeast act mutant toxicity | eIF2B yeast act | Yeast growth tox inhibition %
CN1CCc2nc3sc(C#N)c(N)c3c(-c3cccs3)c2C1 | 14 | 12 | 18 | 12
CN1C(=O)c2ccccc2Sc2ccc(C(=O)N3CCC4(CC3)OCCO4)cc21 | 8 | x | 63* | 6
CN(C)C(=O)Oc1cccc2c(OC(=O)N(C)C)cccc12 | 12 | 9 | 12 | 9
CN(C)CCCN=Cc1c(O)n(CCc2ccccc2)c(=O)[nH]c1=O | 14 | x | x | 16
CC1(C)CN2C(c3ccc(Cl)cc3)N2C1 (configuration not stated) | 4 | 16 | 27 | 16
CCCC[N+]12CCC(CC1)C(C(=O)c1cccs1)C2 (configuration not stated) | -10 | x | 22 | 0
CCCCOP(=O)(OCCCC)/C(C#N)=C(/C)O | -1 | x | x | 26
O=C(Nc1ccccc1)Oc1ccccc1 | 22 | 22 | 28 | 22
